# Diaphorase act = activates diaphorase or chemically reduces, flagging diaphorase assay artifacts; Diaphorase/resazurin coupled assay, resorufin fluorescence, 16 min; active compounds read high; 1 = vehicle wells, 0 = NADH-free wells; activation factor at 20 µM; hit rate 0.005% among 190,000;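 active means diaphorase activity raised at least twofold by the compound at 20 µM; inactive means activation factor below 2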
#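 Measured by – red resorufin fluorescence at 544/590 nm excitation/emission · Test system – Clostridium kluyveri diaphorase, purified enzyme · Incubation – reaction time 16 min, room temperature · Buffer or medium – 50 mM HEPES pH 7.4 with 4.542 mM MgCl2, 0.005% Tween 20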
# STAT1 inh = inhibitors of IFN-gamma induced STAT1 signaling; hit rate 0.35% among 200,000; inhibition, % at 5.5 µM; AID 920; NIH 3T3 STAT1-luciferase reporter, luminescence;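 active means inhibition above a set limit, the mean inhibition across all tested compounds plus 3 SD, cut at about 34% in these data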;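 further: 0% = IFN-gamma with DMSO and 100% = IFN-gamma with 300 µM nifuroxazide; values of inactives mirror those of a sister screen read the other way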
# Hsp70 act = switches on Hsp70 transcription; AID 1203; HeLa Hsp70 promoter luciferase reporter, luminescence; scaled: vehicle 0, proteasome-inhibitor control 100%; activation, % at 10 µM; hit rate 0.04% among 200,000;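 active means activation above the mean across all tested compounds plus 3 SD, cutoff set per campaign, cut at about 5.5% in these data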;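 further: 100% = MG132 at 30 µM as the positive control and 0% = DMSO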
# G6PDH CS = counter-screen for G6PDH assay hits: L. mesenteroides G6PDH inhibition; Purified L. mesenteroides G6PDH, diaphorase/resazurin coupled fluorescence, 45 min; inhibition, % at 5 µM; hit rate 0.12% among 200,000; AID 1020; in the data active means inhibition above about 50%
# APP transl inh = APP translation inhibition; SH-SY5Y APP 5'UTR-luciferase reporter, luminescence; inhibition, % at 2 µM; hit rate 0.82% among 190,000;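 active means inhibition above a set limit, derived from the sample mean plus 3 SD, cut at about 45% in these data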; further: values of inactives mirror those of a sister screen read the other way
# STAT3 blocker = STAT3 signaling inhibition | hit rate 0.89% among 190,000 | inhibition, % at 5.5 µM | U3A cells, IL-6 STAT3-luciferase reporter, luminescence; host cell line lacks STAT1;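 active means inhibition above the mean inhibition across all screened compounds plus 3 SD, cut at about 44% in these data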;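 further: 0% = DMSO only wells and 100% = 100 µM nifuroxazide control wells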
# TLR4 MyD88 comp = inhibitors of human TLR4-MyD88 binding. O00206+Q99836. HeLa CL3-4 TLR4/MyD88 BLA complementation, FRET ratio. inhibition, % at 8.4 µM. hit rate 0.18% among 200,000; in the data active means inhibition above about 25%;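 further: 0% = vehicle and 100% = reference inhibitor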
# Target sequence (O00206 whole entry, looked up): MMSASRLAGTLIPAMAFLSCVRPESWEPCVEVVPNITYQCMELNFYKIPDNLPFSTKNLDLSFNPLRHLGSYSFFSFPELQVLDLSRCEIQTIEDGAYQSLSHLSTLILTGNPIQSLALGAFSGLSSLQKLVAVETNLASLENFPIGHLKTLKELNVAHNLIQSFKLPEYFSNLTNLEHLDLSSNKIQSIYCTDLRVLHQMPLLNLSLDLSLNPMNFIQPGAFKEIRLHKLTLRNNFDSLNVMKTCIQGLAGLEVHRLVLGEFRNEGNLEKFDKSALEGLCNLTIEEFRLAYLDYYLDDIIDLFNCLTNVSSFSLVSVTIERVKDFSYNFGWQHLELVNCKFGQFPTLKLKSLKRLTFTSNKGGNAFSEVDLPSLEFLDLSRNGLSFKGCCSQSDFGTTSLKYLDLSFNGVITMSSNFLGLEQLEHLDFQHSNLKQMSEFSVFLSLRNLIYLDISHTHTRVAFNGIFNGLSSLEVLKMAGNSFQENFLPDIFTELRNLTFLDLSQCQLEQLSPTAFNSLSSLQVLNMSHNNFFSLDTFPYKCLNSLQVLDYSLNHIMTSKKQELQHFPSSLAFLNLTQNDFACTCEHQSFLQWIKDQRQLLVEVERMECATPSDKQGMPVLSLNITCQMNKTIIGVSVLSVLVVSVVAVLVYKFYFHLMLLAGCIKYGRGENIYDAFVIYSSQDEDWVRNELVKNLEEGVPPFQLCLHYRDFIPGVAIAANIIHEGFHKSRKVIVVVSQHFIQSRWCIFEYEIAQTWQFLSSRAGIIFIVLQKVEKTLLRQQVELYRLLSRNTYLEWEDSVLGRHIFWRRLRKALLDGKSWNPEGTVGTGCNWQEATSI
# Target sequence (Q99836 whole entry, looked up): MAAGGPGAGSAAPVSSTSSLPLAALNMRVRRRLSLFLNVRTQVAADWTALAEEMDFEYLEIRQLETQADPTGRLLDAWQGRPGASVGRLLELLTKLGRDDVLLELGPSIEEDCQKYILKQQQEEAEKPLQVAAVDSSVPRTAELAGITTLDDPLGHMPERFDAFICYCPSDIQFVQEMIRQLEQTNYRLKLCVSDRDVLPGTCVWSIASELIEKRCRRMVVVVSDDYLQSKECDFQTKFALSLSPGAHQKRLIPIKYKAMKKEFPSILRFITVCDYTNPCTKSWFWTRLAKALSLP
# STAT3 activator = activators of IL-6 induced STAT3 signaling | U3A cells, IL-6 STAT3-luciferase reporter, luminescence; 100% = signal with IL-6 EC80 alone | activation (% of control), % at 5.6 µM | hit rate 0.91% among 190,000;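 active means activation above the screen-wide mean of compound activation plus 3 SD, cut at about 130% in these data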;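 further: 0% = background luminescence of wells with medium and substrate only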
#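 Assay system – human STAT1-deficient U3A cells with stable STAT3-luciferase reporter · Also added – IL-6 (33 ng/mL) · Schedule – compound 1 h, then IL-6 6 h at 37 °C · Technique – reporter luminescence signal · Evaluation – % activation versus median of IL-6-stimulated wells · Benchmarks – IL-6-only wells as 100% reference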
# STAT1 act = STAT1 signaling activation; NIH 3T3 STAT1-luciferase reporter, IFN-gamma, luminescence; 100% = IFN-gamma alone, no compound; activation (% of control), % at 5.5 µM; hit rate 2.6% among 200,000; AID 932;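 active means activation above the screen-wide mean activation plus 3 SD, cut at about 130% in these data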;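 further: raw ratio to IFN-gamma control signal so 100% means no change and 0% no light; values of inactives mirror those of a sister screen read the other way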
# Diaphorase inh = diaphorase inhibition or chemical oxidation counter-screen | diaphorase resazurin-to-resorufin fluorescence, NADH, 16 min; bacterial (C. kluyveri) enzyme, not human | hit rate 0.69% among 190,000 | inhibition, % at 20 µM;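 active means primary screen inhibition at 20 µM above a set limit, cut at about 50% in these data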;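 further: plate controls were DMSO with full reaction for no effect and wells lacking NADH for full effect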
#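 System: Diaphorase enzyme from Clostridium kluyveri | Amount: Enzyme working solution with 0.14 U/mL diaphorase | Benchmarks: No-NADH positive control and DMSO neutral control | Signal: Fluorescence of resorufin formed from resazurin, Ex 544/Em 590 nm | Schedule: 16-min room-temperature incubation before reading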
# Active calls of the source: *; . = not tested or not shown.
# Sample of the layout, 4 compounds:
SMILES,Diaphorase act,STAT1 inh,Hsp70 act,G6PDH CS,APP transl inh,STAT3 blocker,TLR4 MyD88 comp,STAT3 activator,STAT1 act,Diaphorase inh
CCc1ccc(OCC(=O)N(C)C)c(Br)c1,0.8,2,0.2,-3,-22,5,-3,97,98,15
O=C(Nc1ccccc1)N1CCN(Cc2ccccc2)CC1,0.8,2,0.2,-1,2,-7,-21,106,98,21
CCc1c(C)nc2ncnn2c1Nc1ccc(C#N)c(Cl)c1,1,-11,0.1,11,17,-12,-10,112,110,2
Nc1nnnn1CC(=O)N/N=C/c1ccc(-c2cccc(Cl)c2)o1,1.1,3,-0.3,8,14,20,-5,86,95,-13

# All compounds of this part, from the start:
SMILES,Diaphorase act,STAT1 inh,Hsp70 act,G6PDH CS,APP transl inh,STAT3 blocker,TLR4 MyD88 comp,STAT3 activator,STAT1 act,Diaphorase inh
CCc1ccc(OCC(=O)N(C)C)c(Br)c1,0.8,2,0.2,-3,-22,5,-3,97,98,15
O=C(Nc1ccccc1)N1CCN(Cc2ccccc2)CC1,0.8,2,0.2,-1,2,-7,-21,106,98,21
CCc1c(C)nc2ncnn2c1Nc1ccc(C#N)c(Cl)c1,1,-11,0.1,11,17,-12,-10,112,110,2
Nc1nnnn1CC(=O)N/N=C/c1ccc(-c2cccc(Cl)c2)o1,1.1,3,-0.3,8,14,20,-5,86,95,-13
COC(=O)c1ccc2c(=O)[nH]c(CSc3nnc(C(F)(F)F)n3C)nc2c1,1,8,-0.6,7,-14,1,6,97,93,3
COC(=O)c1cc2occc2n1Cc1c(F)cccc1Cl,0.9,-6,-0.3,9,13,7,-6,96,106,11
O=C1CC(NCC2CCCO2)C(=O)N1c1ccc(F)cc1 (centres undefined),1.1,-1,0.0,-6,-4,5,10,101,100,-10
O=C(NCCO)C(c1ccccc1)c1ccccc1,0.8,-3,-0.3,3,-8,-1,-4,107,103,16
COc1ccc(CN2CCNC(=O)C2CC(=O)O)cc1OC (centres undefined),0.9,0,-0.2,-1,-1,14,9,95,100,11
COC(=O)/C=C/c1oc2ccccc2c1C,0.9,-13,0.0,-4,-3,-20,-8,119,111,13
COC(=O)c1cccc(Cn2nc(C)c([N+](=O)[O-])c2C)c1,1,3,0.0,1,4,2,-19,108,95,1
CC1(C)CC2CC(C)(CN2C(=O)c2cc(-c3ccccc3O)on2)C1 (centres undefined),0.9,0,-0.2,-4,13,21,-7,87,100,8
CCCOc1ccc(Cn2ccnc2)cc1[N+](=O)[O-],0.9,9,-0.3,-6,7,-10,-9,106,92,5
O=C(O)c1cccc(N/N=C/c2ccc(F)c(F)c2)c1,1,15,0.2,3,-118,0,-4,107,85,5
CC1(/[N+]([O-])=C/c2ccccc2F)CCCCC1=O (centres undefined),0.9,-10,0.1,5,-2,2,-11,99,108,13
Clc1ccccc1-c1nn2c(COc3ccccc3)nnc2s1,0.9,6,-0.3,0,-8,4,-1,97,92,10
O=C(c1ccccc1)N1CCn2c1nc1ccccc12,1.1,-2,-0.1,4,-5,-5,10,109,101,-9
Nc1ccccc1SCC(=O)N1CCc2ccccc21,0.9,-17,0.1,-5,-20,10,-3,94,116,11
Cc1ccc(CNC(=O)c2cnc(-c3ccccn3)nc2C(F)(F)F)cc1,0.9,-1,-0.2,-5,-22,2,2,102,101,8
COc1cc(C(=O)OCCN2CCCCC2)ccc1O,0.9,3,-0.1,-5,4,-4,-3,108,98,8

# Brought forward from above: two compounds, then new ones.
SMILES,Diaphorase act,STAT1 inh,Hsp70 act,G6PDH CS,APP transl inh,STAT3 blocker,TLR4 MyD88 comp,STAT3 activator,STAT1 act,Diaphorase inh
Cc1ccc(CNC(=O)c2cnc(-c3ccccn3)nc2C(F)(F)F)cc1,0.9,-1,-0.2,-5,-22,2,2,102,101,8
COc1cc(C(=O)OCCN2CCCCC2)ccc1O,0.9,3,-0.1,-5,4,-4,-3,108,98,8
O=C(NCSC1=NCCS1)c1ccccc1,0.9,-6,-0.3,7,-10,-6,16,108,105,13
COc1ccc(OC)c(NC(=O)C2=C(C)NC(=O)NC2c2cccs2)c1 (centres undefined),0.9,-1,0.4,8,-6,4,3,104,101,10
N#Cc1c(-c2ccc3c(c2)OCO3)ccn2nc(-c3cccc(C(F)(F)F)c3)nc12,1.1,2,0.0,8,8,33,0,80,98,-15
CCNC(=O)c1oc2c(c1C)C(=O)CC(C)(C)C2,0.9,2,-0.1,6,-4,-1,-8,102,98,12
COc1ccc2c(c1)C=C([C@@H]1C[C@H]3CN(c4ccccc4)C(=O)[C@]34CCCN14)CO2,0.9,-4,-0.1,14,-3,-4,-5,109,101,8
CS(=O)(=O)Nc1cccc2cccnc12,0.7,1,0.1,4,8,0,7,102,99,26
CCOC(=O)C(=O)Nc1cc(C(=O)OC)cc(C(=O)OC)c1,0.9,-9,-0.1,0,-8,2,6,100,106,9
COC(=O)c1ccc(OCC2c3cc(OC)c(OC)cc3CCN2C(=O)c2ccco2)cc1 (centres undefined),0.9,-6,-0.2,-1,6,8,-5,97,105,14
CCCC1(C(=O)OC)NC(c2cc(OC)c(OC)c(OC)c2)C2C(=O)N(CC)C(=O)C21 (centres undefined),0.9,2,-0.2,0,7,6,-5,100,97,9
COc1ccc(-c2noc(-c3cc(C)cc(C)c3)n2)cc1OC,0.9,-3,0.1,15,.,24,-3,87,102,11
O=C(Cc1ccccc1F)Nc1nc(-c2cccs2)cs1,0.8,-22,-0.4,6,-17,-11,1,113,120,24
CCN(CC)CC(=O)Nc1nc(-c2ccc(Cl)cc2)cs1,0.9,-4,-0.3,11,12,12,6,95,103,13
CCOc1ccccc1C(=O)N1CCCCC1C (centres undefined),0.9,6,-0.1,2,-4,-1,-11,104,95,12
Cn1c(=O)c2c(nc(CN3CCN(Cc4ccccc4)CC3)n2Cc2ccccc2)n(C)c1=O,0.8,3,-0.2,-16,-3,-11,-3,108,95,24
CCCCC1NC(=S)N(C2CCCCC2)C1=O (centres undefined),1,-1,-0.4,12,-7,-6,-2,107,101,2
Cn1c(=S)n(C)c2ccccc21,1,2,0.2,8,-32,4,-1,101,100,-2
COc1ccc(NC(=O)CSc2ccccc2)cc1S(=O)(=O)N1CCCCC1,0.7,-4,-0.4,14,5,11,-1,93,104,26
CCC(=O)c1ccccc1OCC(=O)Nc1c(C)cccc1C,0.9,7,-0.5,2,2,2,-3,103,95,13
Cc1cc(C)c2nc(N3CCC(C(=O)NCc4ccccn4)CC3)sc2c1,0.9,-3,-0.2,5,2,16,4,95,101,11
Oc1ccc(N=Cc2ccc(O)c(O)c2)cc1,0.4,-13,0.1,58*,15,10,1,96,112,61*
CNC(=O)c1csc(-c2cccs2)n1,0.7,-9,-0.3,3,-36,-1,-3,102,107,28
COc1ccc2nc(N/C(N)=N/C(=S)Nc3ccc(C)c(C)c3)nc(C)c2c1,0.9,-8,-0.1,12,-19,15,-7,84,108,10
CC/C(=N\NC(=S)NC(C)C)c1ccc(OC)c(OC)c1,1,10,-0.1,4,-9,-4,-10,111,91,-4
O=C(NCCc1ccc(F)cc1)c1cccs1,1,-29,-0.3,1,-79,7,-16,95,126,-4
CC1=C(C(N)=O)C(c2ccccn2)n2nc(SCc3ccccc3Cl)nc2N1 (centres undefined),0.8,0,-0.3,0,-3,-7,1,108,100,21
O=C(Nc1ccccc1Cl)c1ccccc1Cl,0.9,-8,0.1,8,-12,16,1,89,108,14
Cc1ccc(S(=O)(=O)N2CCN(CCO)CC2)cc1-c1nnc2c3ccccc3c(C)nn12,.,-3,-0.1,.,7,4,-2,100,103,.
CCN1CCN(C(=O)CCNC(=O)Cn2ccc3ccccc3c2=O)CC1,1,-1,0.1,4,7,4,12,95,101,-2
COc1ccc(CNC(=O)Nc2cccs2)cc1OC,1,8,-0.2,10,-2,-3,0,105,92,3
COCCCNC(=S)NCCNc1nc2c(C)c(C)ccc2cc1C#N,1,2,-0.1,14,-12,26,-3,85,97,3
CNc1nc(-c2ccccc2)nnc1C(F)(F)F,0.9,-11,0.0,0,-18,29,-6,78,110,9
CCN(CC)CC(=O)Nc1c(Br)ccc2c1OCO2,1,-3,-0.3,10,-8,-2,-5,107,102,5
CC(C)CCn1c(N2CCOCC2)nc2c1c(=O)n(CC(N)=O)c(=O)n2C,0.9,-1,0.0,3,-8,-2,-5,104,101,9
COc1ccc(S(=O)(=O)N2CCCC2C(=O)Nc2nccs2)cc1 (centres undefined),1.1,5,-0.5,5,-2,-2,-4,102,95,-8
CC(C)[C@H](NC(=O)c1ccco1)C(=O)OCC(=O)Nc1ccc(F)cc1,1,5,0.1,4,-11,1,10,99,95,1
CC1Cc2nc(SCC(=O)N3CCOCC3)n(-c3ccccc3)c(=O)c2S1 (centres undefined),0.9,8,-0.3,-14,-18,-4,7,103,93,6
Cn1c(NNC(=O)C(c2ccccc2)c2ccccc2)cc(=O)n(C)c1=O,0.8,4,-0.3,5,1,13,8,91,95,23
O=C(NC(=S)Nc1cccc(Cl)c1N1CCCCC1)c1cccs1,0.8,-4,0.3,5,-3,4,3,102,104,18
Cc1ccc([N+](=O)[O-])cc1S(=O)(=O)Nc1ccc(N2CCOCC2)cc1,1,-7,0.4,8,5,-3,3,106,103,-4
CC1CCN(C(=O)C2CCN(C(=O)c3cc4sccc4n3Cc3ccc(F)cc3)CC2)CC1,0.8,13,-0.4,4,-2,11,-7,95,89,25
c1cn2cc(-c3ccc4c(c3)OCO4)nc2s1,0.9,-45,-0.4,10,-149,24,-2,85,141*,5
COCCOC(=O)C1=C(C)NC(=S)NC1/C=C/c1ccccc1 (centres undefined),1,-18,-0.2,3,-4,1,-2,97,116,-3
O=C(c1ccc(Cl)cc1)C1CCCN(C(=O)/C=C/c2ccccn2)C1 (centres undefined),1,-6,-0.2,13,-8,6,2,99,104,-1
Cc1cc(N=Nc2ccccc2)c(NCC(O)C(O)C(O)CO)cc1C (centres undefined),0.8,-13,0.1,3,-2,3,-2,104,111,16
O=C1CCCN1CN(C(=O)c1ccccc1)c1ccccc1,1,8,-0.1,12,-3,-1,-1,101,92,3
O=C(O)Cn1c(=S)sc2ccccc21,1.2,4,-0.3,18,3,-22,-6,120,94,-17
O=C(NN1CCOCC1)c1cccc(COc2cccc(Br)c2)c1,0.8,-19,-0.3,-1,-9,-2,3,107,116,18
O=C(Cn1c(N2CCN(c3ccccc3)CC2)nc2ccccc21)c1ccccc1,0.8,-1,0.2,-35,-2,-7,15,112,102,19
COc1ccc(CCNC(=O)c2ccc(NS(=O)(=O)c3c(C)noc3C)cc2)cc1OC,0.9,6,-0.5,10,10,13,1,98,95,15

# The order is random; overall some 6.1% were active at least once.
